Screens from PubChem.
Kir21 inh = inhibitors of mouse Kir2.1 inward-rectifier potassium channel; 310,000 compounds, 0.85% hits; Inward rectifier potassium channel 2 (Mus musculus), P35561; B-score at 10 µM; HEK293-Kir2.1, FluxOR thallium flux fluorescence; stronger effect = lower value;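 active = fluorescence ratio B-score at or below minus 3 SD of library scores, with starting-brightness B-score within 2 SD, cut at about -4.2 in these data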;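 also: channel flux triggered by added potassium and thallium sulfate stimulus; B-score of peak minus minimum fluorescence over baseline after thallium stimulus; more negative B-score means stronger Kir2.1 block with less thallium influx; some compounds called inactive have numbers as strong as hits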
Target sequence (P35561 whole entry, looked up): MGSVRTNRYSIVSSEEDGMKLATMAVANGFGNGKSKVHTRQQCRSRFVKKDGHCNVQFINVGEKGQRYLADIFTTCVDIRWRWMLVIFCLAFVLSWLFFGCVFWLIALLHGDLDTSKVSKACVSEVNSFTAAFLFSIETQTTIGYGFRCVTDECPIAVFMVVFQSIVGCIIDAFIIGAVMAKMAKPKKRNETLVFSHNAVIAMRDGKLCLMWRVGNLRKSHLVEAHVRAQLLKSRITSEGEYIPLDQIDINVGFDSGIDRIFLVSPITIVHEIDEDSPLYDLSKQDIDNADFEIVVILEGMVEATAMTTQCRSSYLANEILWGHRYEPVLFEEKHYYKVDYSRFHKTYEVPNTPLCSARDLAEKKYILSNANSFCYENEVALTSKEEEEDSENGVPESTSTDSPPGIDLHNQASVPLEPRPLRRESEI
CHT inh = inhibitors of human choline transporter CHT; High affinity choline transporter 1 (Homo sapiens), Q9GZV3; CHT-expressing cells, membrane potential dye, choline response; stronger effect = lower value; B-score at 10 µM; 310,000 compounds, 0.86% hits; AID 488975, 2010;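 active = B-score over 3 SD under the library average, and starting fluorescence ratio not unusually high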;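 also: choline stimulus applied at its EC90 after an EC20 pre-addition; B-score computed on integrated fluorescence ratio after choline addition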
Target sequence (Q9GZV3 whole entry, looked up): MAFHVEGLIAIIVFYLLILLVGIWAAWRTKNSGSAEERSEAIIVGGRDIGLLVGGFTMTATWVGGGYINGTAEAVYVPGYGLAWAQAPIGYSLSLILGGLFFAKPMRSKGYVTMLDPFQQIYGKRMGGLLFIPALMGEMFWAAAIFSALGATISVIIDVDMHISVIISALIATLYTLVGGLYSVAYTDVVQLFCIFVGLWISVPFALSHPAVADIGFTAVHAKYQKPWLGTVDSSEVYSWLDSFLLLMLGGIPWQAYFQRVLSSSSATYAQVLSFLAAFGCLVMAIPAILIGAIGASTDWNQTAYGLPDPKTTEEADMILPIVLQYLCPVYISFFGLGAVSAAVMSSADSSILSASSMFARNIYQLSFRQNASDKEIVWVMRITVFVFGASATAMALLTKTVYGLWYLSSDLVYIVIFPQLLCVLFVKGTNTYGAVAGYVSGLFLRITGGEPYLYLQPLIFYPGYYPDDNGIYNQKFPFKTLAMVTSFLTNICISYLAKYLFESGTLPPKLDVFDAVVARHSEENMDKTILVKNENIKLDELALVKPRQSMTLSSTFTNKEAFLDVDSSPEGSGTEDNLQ
Active calls of the source: *; i = inactive; nt = no result given; & = joins results of further samples. Not all compounds are listed; count on the stated rates, not on these rows.

Values run as follows: Kir21 inh, CHT inh
- CCCC[N+]1(C)[C@@H]2CC(OC(=O)[C@H](CO)c3ccccc3)C[C@H]1[C@@H]1O[C@@H]12 (stereo partly specified)
 : 0.69, i
- COc1ccc2[nH]cc(C3=CCNCC3)c2c1
 : -0.65, i
- CC(=O)c1cn(CCCOc2ccccc2)c2ccccc12
 : -4.6*, i
- CN1CN=C(N[N+](=O)[O-])N(Cc2ccco2)C1
 : -1.6, i
- O=C(O)C1CSC(c2cccnc2)N1 (stereo unspecified)
 : 0.46, i
- Fc1ccc2c(c1)nnn2C1CCN(Cc2nnnn2C2CCCCC2)CC1
 : -0.22, i
- Cn1cc([N+](=O)[O-])c(C(=O)Nc2ccc3c(C(F)(F)F)cc(=O)oc3c2)n1
 : -1.9, i
- Cc1c(C(=O)C(=O)N2CCOCC2)c2ccccc2n1Cc1ccccc1
 : 1.2, i
- Clc1ccc(OCC#CCN2CCCC2)cc1
 : -0.9, i
- C=CCn1c(O)c(C(CC)=Nc2ccccc2NC(C)=O)c(=O)[nH]c1=O
 : -0.18, i
- O=C1/C(=C/c2ccc3c(c2)OCO3)N2CCC1CC2
 : 0, i
- Cc1cc(OCC(=O)N2C[C@H]3C[C@@H](C2)c2cccc(=O)n2C3)c2c(C)c(C)c(=O)oc2c1
 : -0.31, i
- CCN1C(=O)C(=Cc2cc(C)n(C3CC3)c2C)C(=O)N(CC)C1=S
 : -1.4, i
- CSCCC(NC(=O)CCC(=O)OC1CC[C@H]2[C@@H]3CC[C@H]4CC(=O)CC[C@]4(C)[C@H]3CC[C@]12C)C(=O)O (stereo partly specified)
 : 1.5, i
- CCOC(=O)C(O)(c1ccc(N)c(OC)c1)C(F)(F)F (stereo unspecified)
 : 1.7, i
- CCOc1ccc(N=Cc2c(O)n(-c3cc(C)cc(C)c3)c(=O)[nH]c2=O)cc1
 : 1.3, i
- CCOC(=O)CNC(=S)N1CC2C[C@@H](C1)Cn1c2cccc1=O
 : 1.9, i
- Cc1c2cnn(CC(=O)N3CCC4(CC3)OCCO4)c(=O)c2c(C)n1Cc1ccccc1F
 : 0.1, i
- O=c1c2ccccc2nc(N2CCCC2)n1-c1ccccc1
 : 0.68, i
- Cc1ccc(S(=O)(=O)N2CCCC2c2cccnc2)cc1 (stereo unspecified)
 : -3.9, i
- Nc1c([N+](=O)[O-])cc(F)c(N2CCNCC2)c1Br
 : 0.24, i
- O=S(=O)(c1ccc(Cl)cc1)N1CCCC1c1cccnc1 (stereo unspecified)
 : -5.2*, i
- CC(C)(C)P(=O)(c1ccncc1)N1CCCC1 (stereo unspecified)
 : 0.01, i
- CCN1C[C@]2(COC)CC[C@H](OC)[C@@]34C1[C@]1(OCO[C@@]15C[C@H](OC)[C@H]1C[C@@H]3[C@@H]5[C@H]1OC)[C@@H](O)[C@H]24
 : nt, i
- C#CC[N+]1(C)C2CCC1CC(O)C2 (stereo unspecified)
 : -0.02, i
- Cc1ccc2c(c1)CC1(CN2C)C(=O)NC(=O)N(CCC2=CCCCC2)C1=O (stereo unspecified)
 : -0.66, i
- CNC(=S)N1CCn2cccc2C1c1cccnc1 (stereo unspecified)
 : 0.04, i
- CC(C)COC(=O)c1ccccc1C(=O)OCC(C)C
 : -2, i
- CN1C(=O)NC(=O)/C(=C\c2ccc([N+](=O)[O-])o2)C1=O
 : -0.62, i
- O=c1cccc2n1CC1CC2CN(C(c2cccc(F)c2)c2sc3ncnn3c2O)C1 (stereo unspecified)
 : 2.8, i
- CN1CC(C(=O)c2ccccc2)C(c2ccccc2)C1 (stereo unspecified)
 : -2.3, i
- COc1ccc(N2C(=O)NC(=O)/C(=C\c3cn(CC(=O)N4CCOCC4)c4ccccc34)C2=O)c(OC)c1
 : 1.6, i
- OC1(c2ccc(F)cc2)CCNC1 (stereo unspecified)
 : 0.15, i
- COC(=O)[C@H]1C[C@@H]1[C@H](NP(=O)(c1ccccc1)c1ccccc1)c1ccccc1
 : -0.25, i
- COc1ccc(CCC(=O)N2C[C@H]3C[C@@H](C2)c2cccc(=O)n2C3)cc1
 : 2.4, i
- CCOP(=O)(OCC)C(NC(=O)Cc1ccccc1)C(Cl)(Cl)Cl (stereo unspecified)
 : 0.74, i
- COc1ccc(N=Cc2c(O)n(CC3CCCO3)c(=O)[nH]c2=O)cc1 (stereo unspecified)
 : 0.04, i
- CCOc1ccc(-n2c(CC)nc3ccccc3c2=O)cc1
 : -0.17, i
- O=C(Nc1ccccc1)NC1CC2CCC(C1)N2 (stereo unspecified)
 : -0.27, i
- Cc1ccc2c(c1)C1CN(C)CCC1N2C(=O)/C(C#N)=C/c1ccc2c(c1)OCO2 (stereo unspecified)
 : 1.1, i
- COc1cc(C=C2C(=O)NC(=O)NC2=O)ccc1OS(=O)(=O)c1ccccc1[N+](=O)[O-]
 : -2.5, -5.3*
- COc1cccc(CNC2CN3CCC2CC3)c1OC (stereo unspecified)
 : -0.02, i
- COc1ccc(NC(=O)c2c(C)nn(Cc3ccccc3Cl)c2Cl)cc1Cl
 : 0.61, i
- O[C@@H]1CCCN2CCc3c([nH]c4ccccc34)[C@H]12
 : 0.39, i
- COc1ccc2c(CCN)c[nH]c2c1
 : 2.2, i
- O=c1ccc2cc(O[C@@H]3O[C@@H](CO)[C@H](O)[C@@H](O)[C@@H]3O)c(O)cc2o1
 : 0.04, i
- COc1ccccc1CCNCc1cc2c(cc1[N+](=O)[O-])OCO2
 : -2.1, i
- COc1ccc(C(C)=O)cc1CC(C(=O)c1ccc(C)cc1)N(C)C (stereo unspecified)
 : -1.9, i
- CCOP(=S)(OCC)N1CCOCCOCCN(P(=S)(OCC)OCC)CCOCCOCC1
 : 1.3, i
- CCOC(=O)c1c(C)n(C(C)C)c2ccc(OC)cc12
 : -0.26, i

The listing continues.
Values run as follows: Kir21 inh, CHT inh
- C[n+]1c(-c2ccccc2)cc(-c2ccc(O)cc2)cc1-c1ccccc1
 : -0.46, i
- Nc1c(C(=O)NC2CCCC2)c2nc3ccccc3nc2n1CC1CCCO1 (stereo unspecified)
 : 1.2, i
- Cc1cc(Cc2c(O)[nH]c(=S)[nH]c2=O)ccc1OC(C)C
 : -1.3, i
- CC(=O)N1N=C2C3CCN(CC3)C2C1c1ccc(F)cc1 (stereo unspecified)
 : 0.26, i
- COc1ccccc1-n1c(O)c(C=NCCN2CCNCC2)c(=O)[nH]c1=O
 : -0.06, i
- CC(C(N)=O)N1CC(c2ccccc2)CC1=O (stereo unspecified)
 : 0.03, i
- O=C(NC1CONC1=O)OCC(Cl)(Cl)Cl (stereo unspecified)
 : -0.7, i
- COc1cc(CN2CCCC(C(=O)c3sccc3C)C2)cc(Cl)c1O (stereo unspecified)
 : -1.6, i
- CC(=O)N1CCC(N2CCCC(C(=O)c3cccc(Cl)c3)C2)CC1 (stereo unspecified)
 : 1.3, i
- Cc1nn(Cc2ccccc2)c(Cl)c1C(=O)NC1CCCc2ccccc21 (stereo unspecified)
 : 1.7, i
- O=C(c1cc2ccccn2n1)N1CCC2(CC1)OCCO2
 : -0.05, i
- O=C(Nc1ccc2ccccc2c1)N1C[C@H]2C[C@@H](C1)c1cccc(=O)n1C2
 : -0.38, i
- O=C(O)c1cn(Cc2ccccc2)nc1-c1ccccc1
 : -0.37, i
- CC1=[N+]([O-])C2(N)CCc3nonc3C2(O)C1 (stereo unspecified)
 : -2.2, i
- O=C(c1ccccc1)C1NC1c1ccccc1 (stereo unspecified)
 : -0.51, i
- CCCNc1nc(OC)nc(N2CC3CC(C2)c2cccc(=O)n2C3)n1 (stereo unspecified)
 : -1.7, i
- CCNCC1(c2ccc(OC)c(OC)c2)CCCC1
 : -0.02, i
- COC(=O)C1=C(c2ccc(S(C)(=O)=O)cc2)C[C@@H]2CC[C@H]1N2C(=O)NCCCOC(C)C
 : 0.47, i
- CC(Cc1ccccc1)NCCC(=O)NC(C)Cc1ccccc1 (stereo unspecified)
 : -2.3, i
- COc1cc(C(CN)CC(=O)O)ccc1O (stereo unspecified)
 : -0.01, i
- N#CC1(c2ccccc2)CCN(C2CC(=O)N(c3ccc4c(c3)OCO4)C2=O)CC1 (stereo unspecified)
 : 0.79, i
- CCCCn1c(=O)c(C(=O)NCCc2ccccc2)c(O)c2ccccc21
 : 0.08, i
- CCOc1c(Cl)cc(CNCCc2c[nH]c3ccccc23)cc1OC
 : -1.7, i
- Fc1cccc(C2NCc3ccccc3-n3cccc32)c1 (stereo unspecified)
 : -3.6, i
- c1cncc(C2CCCCN2Cc2ccc3c(c2)OCO3)c1 (stereo unspecified)
 : 0.91, i
- O=c1c2ccccc2nc(-c2ccccc2)n1-c1nccs1
 : 2.8, i
- CCOc1cc(CNCCc2c[nH]c3ccccc23)cc(Cl)c1OC
 : -5.6*, i
- Cc1nn(Cc2ccccc2)c(Cl)c1C(=O)OC(C)C(=O)Nc1ccc(F)cc1Cl (stereo unspecified)
 : -1.4, i
- CCC(C)N=Cc1c(O)n(-c2ccccc2)c(=O)[nH]c1=O (stereo unspecified)
 : 0.66, i
- C[C@]12CC[C@H](OS(=O)(=O)O)CC1=CC[C@@H]1[C@@H]2CC[C@]2(C)C(=O)CC[C@@H]12
 : -0.47&-1.2, i

Some of the entries so far, field by field.
Molecule: C[C@]12CC[C@H](OS(=O)(=O)O)CC1=CC[C@@H]1[C@@H]2CC[C@]2(C)C(=O)CC[C@@H]12
  Kir21 inh: -0.47&-1.2
  CHT inh: i

Molecule: Cc1nn(Cc2ccccc2)c(Cl)c1C(=O)OC(C)C(=O)Nc1ccc(F)cc1Cl (stereo unspecified)
  Kir21 inh: -1.4
  CHT inh: i

Molecule: O=c1c2ccccc2nc(-c2ccccc2)n1-c1nccs1
  Kir21 inh: 2.8
  CHT inh: i

Molecule: CCCCn1c(=O)c(C(=O)NCCc2ccccc2)c(O)c2ccccc21
  Kir21 inh: 0.08
  CHT inh: i

Later entries
Values run as follows: Kir21 inh, CHT inh
- OC(c1ccc(F)cc1)C(c1ccccc1)N1CCOCC1 (stereo unspecified)
 : -1.4, i
- c1ccc2c(CN3CCCCCCC3)c[nH]c2c1
 : -0.48, -11*
- O=C(CN1CCCCC1)NCC(=O)Nc1ccc(Br)cc1C(=O)c1ccccc1
 : -0.17, i
- CCc1nc2ccccc2c(=O)n1-c1ccc2ccccc2c1
 : -1.5, i
- Cn1c(O)c(C=Nc2cccc(C(F)(F)F)c2)c(=O)n(C)c1=O
 : -1.2, i
- Cc1c(NP(=O)(C(C)(C)C)C(C)(C)C)c(=O)n(-c2ccccc2)n1C
 : 0.04, i
- O=[N+]([O-])/C=C1\NCCN1Cc1ccc(Cl)nc1
 : 0.32&-1.4, i
- N[C@@H](CCl)C(=O)O
 : 1.3, i
- CCOc1ccccc1OCC(=O)Nc1ccc(Cl)cc1C(=O)c1ccccc1
 : -1.9, i
- Cc1nc2ccccc2c(=O)n1-c1ccc(F)cc1F
 : -0.18, i
- O=c1[nH]c(=O)n(Cc2ccccc2)c(O)c1/C=C1\C=Nc2ccccc21
 : 0.66, i
- O=c1[nH]c(=O)n(C2CCCCC2)c(O)c1C=NCCCn1ccnc1
 : 0.95, i
- CC(C)NS(=O)(=O)c1ccc(OCC(=O)N2CCN(Cc3ccccc3)CC2)cc1
 : -0.58, i
- CCCCCCNc1nc(OC)nc(N2CC3CC(C2)c2cccc(=O)n2C3)n1 (stereo unspecified)
 : 1.3, i
- Cc1ccc(-c2nc3ccc(Cl)cc3n2OC(=O)N(C)C)cc1
 : 1.8, i
- COc1cc(C(=O)OC2C[C@H]3CC[C@@H](C2)N3C)ccc1O (stereo partly specified)
 : 0.31, i
- COc1ccc(C=O)cc1O
 : -0.48, i
- CCCCCCC[n+]1ccc(-c2cc[n+](CCCCCCC)cc2)cc1
 : 0.96, i
- Cc1nc2ccc(Br)cc2c(=O)n1-c1ccc([N+](=O)[O-])c(C(F)(F)F)c1
 : -0.22, i
- Cc1cccc(OP(N)(N)=O)c1C
 : -0.53, i

Quoted from above (two entries):
Values run as follows: Kir21 inh, CHT inh
- Cc1nc2ccc(Br)cc2c(=O)n1-c1ccc([N+](=O)[O-])c(C(F)(F)F)c1
 : -0.22, i
- Cc1cccc(OP(N)(N)=O)c1C
 : -0.53, i

(further entries)
Values run as follows: Kir21 inh, CHT inh
- CCOC(=O)C(O)(c1cn(C)c2ccccc12)C(F)(F)F (stereo unspecified)
 : 0.43, i
- O=C1NC(=O)N(Cc2ccc(F)cc2)C(=O)/C1=C/c1cccs1
 : -1.6, i
- O=CC(Br)P(=O)(N1CCOCC1)N1CCOCC1 (stereo unspecified)
 : 0.68, i
- CN1C(=O)C(Cc2cccc3ccccc23)C(=O)N(C)C1=O
 : -1.2, i
- COc1ccc2c(C)c(CC(=O)N3C[C@H]4C[C@@H](C3)c3cccc(=O)n3C4)c(=O)oc2c1
 : -2.2, i
- N#CC(c1cccnc1)N1CCOCC1 (stereo unspecified)
 : -1.4, i
- COc1ccc(CCNCc2ccccc2F)cc1
 : 1, i
- CCOC(=O)CN1C(=O)C2(C(C#N)=C(N)Oc3ccccc32)C(C(=O)OC)=C1C (stereo unspecified)
 : -0.08, i
- O=C1CC(c2cccnc2)=NN1c1ccccc1
 : -0.01, i
- CCCCCCCSc1cc(OC)c(CCNC)cc1OC
 : -9.8*, i
- CCCCNC(=S)N1CCn2cccc2C1c1cccnc1 (stereo unspecified)
 : -2.2, i
- CC(CN(C)C1CCN(C)CC1)c1ccccc1 (stereo unspecified)
 : 0.08, i
- CCCCCn1c(=O)c(C(=O)Nc2c(C)n(C)n(-c3ccccc3)c2=O)c(O)c2ccccc21
 : 0.51, i
- CCC[C@H](N[C@@H](CCC)[C@H](O)c1ccccc1)[C@H](O)c1ccccc1
 : -0.41, i
- O=c1[nH]c(=O)n(-c2ccccc2)c(O)c1/C=C/C=Nc1ccccc1
 : -1.8, i
- O=c1[nH]c(CN2CC=C(c3ccccc3)CC2)nc2scc(-c3cccs3)c12
 : 1.7, i
